Screening data: PubChem BioAssay, several laboratories
EBV LMP1 NFkB: reduces LMP1-driven NF-kappaB luciferase signal | LMP1-induced NF-kappaB luciferase reporter cells, luminescence | inhibition, % at 12.5 µM | 350,000 tested, 0.69% active | AID 504558; in the data active = inhibition above about 41%;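 also: 0% = neutral control wells and 100% = reference inhibitor control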
NR2F2 inh: NR2F2 (human) inhibition, primary screen; inhibition, % at 8.6 µM; P24468; AID 686940; HEK293T NGFI-A luciferase reporter, luminescence; 370,000 tested, 0.7% active;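 active = inhibition above a per-plate cutoff, mean inhibition of test wells between control levels plus 3 SD, cut at about 38% in these data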;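 also: cells cotransfected with COUP-TFII expression vector driving the NGFI-A reporter; 0% = median of COUP-TF2 test wells and 100% = reporter-only cells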
Target sequence (P24468 whole entry, looked up): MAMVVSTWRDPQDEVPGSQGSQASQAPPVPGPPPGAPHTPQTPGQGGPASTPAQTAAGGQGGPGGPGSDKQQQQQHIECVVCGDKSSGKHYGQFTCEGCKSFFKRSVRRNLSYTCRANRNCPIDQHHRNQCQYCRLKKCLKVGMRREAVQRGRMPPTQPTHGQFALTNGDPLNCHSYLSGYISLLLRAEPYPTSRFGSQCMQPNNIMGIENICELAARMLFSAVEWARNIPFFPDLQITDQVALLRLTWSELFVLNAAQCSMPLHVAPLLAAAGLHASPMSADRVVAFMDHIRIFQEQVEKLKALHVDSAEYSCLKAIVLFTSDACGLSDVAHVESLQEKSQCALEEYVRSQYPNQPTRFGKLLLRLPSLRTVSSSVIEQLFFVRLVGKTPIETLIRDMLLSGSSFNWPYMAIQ
NCOA1 inh: inhibits human SRC1 coactivator; Q15788; HEK293 GAL4-SRC1 luciferase reporter, luminescence; inhibition, % at 3.6 µM; 360,000 tested, 0.12% active; AID 588354;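 active = inhibition above the campaign mean plus 3 SD, with each screening campaign given its own cutoff, cut at about 60% in these data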;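 also: 0% = DMSO treated cells and 100% = gossypol at 36 µM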
KKLEB tox: reduces viability of KKLEB cystic fibrosis airway cells | KKLEB CF airway cells viability, ATPlite luminescence, overnight; stronger effect = lower value; cells stimulated with P. aeruginosa culture filtrate | AID 602141 | activity change (cytotoxicity), % at 5 µM | 360,000 tested, 0.36% active;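 active = corrected activity change at or below -50% at 5 µM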
Shn3 inh set2: reduces Shn3 3'UTR luciferase signal in osteoblasts | AID 588674 | Clone20 osteoblast Shn3 3'UTR firefly luciferase, 24 h | inhibition, % at 12.5 µM | 360,000 tested, 0.52% active;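 active = mean inhibition of at least 75% with every replicate also reaching 75%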;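 also: 0% = median of neutral control wells and 100% = pilot-screen positive control compound; some compounds past the cut are filed as inactive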
TWEAK-Fn14 inh: inhibitors of TWEAK-Fn14 interaction signaling | TWEAK-stimulated Fn14 reporter cells, luciferase luminescence, 8 h | inhibition, % at 10 µM | 360,000 tested, 2% active | AID 1159606; in the data active = inhibition above about 50%
C8 TRAIL sens: sensitizes caspase-8 expressing cells to TRAIL. NB7+C8 cells + TRAIL, ATPlite viability luminescence. inhibition (viability loss, TRAIL sensitization), % at 10 µM. 360,000 tested, 1% active;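 active = compounds causing at least 50% loss of cell viability in the single-dose screen, relative to plate controls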
NR5A2 inv ag: NR5A2 inverse agonism in reporter assay; HEK293T StAR-luciferase reporter, LRH-1 transfected, 24 h; inhibition, % at 3.6 µM; 360,000 tested, 0.13% active; AID 602396;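 active = inhibition above the mean inhibition of all tested compounds plus 3 SD, cut at about 73% in these data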;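 also: 0% = DMSO wells and 100% = reporter-only cells lacking LRH-1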
Target sequence (O00482 whole entry, looked up): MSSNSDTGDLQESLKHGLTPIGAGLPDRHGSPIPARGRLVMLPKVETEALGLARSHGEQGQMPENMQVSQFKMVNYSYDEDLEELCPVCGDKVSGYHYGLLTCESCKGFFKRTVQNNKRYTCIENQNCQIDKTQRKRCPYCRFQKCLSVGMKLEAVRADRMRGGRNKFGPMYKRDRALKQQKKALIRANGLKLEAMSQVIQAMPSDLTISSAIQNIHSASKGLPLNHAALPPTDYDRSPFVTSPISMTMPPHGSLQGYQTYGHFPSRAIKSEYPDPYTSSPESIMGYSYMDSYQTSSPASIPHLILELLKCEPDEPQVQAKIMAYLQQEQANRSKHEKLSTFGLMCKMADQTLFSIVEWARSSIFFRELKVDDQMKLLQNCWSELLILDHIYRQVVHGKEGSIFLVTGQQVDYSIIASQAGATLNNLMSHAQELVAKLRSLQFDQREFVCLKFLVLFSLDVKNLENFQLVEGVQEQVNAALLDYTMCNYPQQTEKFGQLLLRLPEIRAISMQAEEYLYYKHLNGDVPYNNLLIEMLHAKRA
NCOA3 inh: inhibits human SRC3 coactivator; Q9Y6Q9; HEK293 GAL4-SRC3 luciferase reporter, luminescence; inhibition, % at 3.6 µM; AID 588352; 360,000 tested, 0.17% active;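 active = inhibition above a per-campaign cutoff, the mean of all compounds plus 3 SD, cut at about 60% in these data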;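 also: 0% = DMSO-treated cells and 100% = gossypol-treated cells at 36 µM; higher means less SRC3-driven luciferase light from the GAL4 reporter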
CF NFkB block: blocks PAF-induced NF-kB reporter in cystic fibrosis cells. KKLEB NF-kB-GFP reporter, GFP fluorescence overnight. inhibition, % at 5 µM. 360,000 tested, 0.86% active. AID 588850;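 active = at least 50% inhibition at 5 µM, scaled per plate between neutral and stimulator controls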;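 also: PAF is a Pseudomonas aeruginosa culture filtrate used as stimulus; plate controls were PAF-stimulated DMSO wells for no effect and unstimulated DMSO wells for full effect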
TROY signal inh: TROY signaling inhibition | Q293 LMP1-TROYcd NF-kB luciferase reporter, 4 h | inhibition, % at 10 µM | 360,000 tested, 0.98% active;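 active = compounds whose plate-normalised and pattern-corrected inhibition of the luciferase reporter signal at the single screening dose is 50% or more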
* hit, by the source's call; x = not tested or not shown; & = joins results of further samples. A portion of the library; rates above refer to the full screens.

SMILES	EBV LMP1 NFkB	NR2F2 inh	NCOA1 inh	KKLEB tox	Shn3 inh set2	TWEAK-Fn14 inh	C8 TRAIL sens	NR5A2 inv ag	NCOA3 inh	CF NFkB block	TROY signal inh
CN(C)c1ccc(NC(=O)Cn2ncn3c(cc4ccccc43)c2=O)cc1	-11	-8	-7	0	5	-6	-7	-4	4	10	12
Cc1cccc(CSCCNC(=O)CSCc2ccc([N+](=O)[O-])cc2)c1	1	-15	2	-10	9	7	-13	14	-1	5	-13
Cc1ccc(-c2nnc(CSc3nc4cc5c(cc4cc3C)OCO5)o2)cc1	4	11	1	-10	0	-37	-6	14	-13	-12	-5
O=C(c1cccnc1)N1CCN(CCCc2ccccc2)CC1	-1	-8	8	-2	25	2	4	14	13	15	-2
COc1ccc(CNC(=O)CCCn2nc(C)n3ccnc3c2=O)cc1	-3	-4	13	6	-2	-5	-14	10	-7	-7	-4
COc1ccc(/C=C/C(=O)C23CC4CC(CC(C4)C2)C3)cc1CN1CCOCC1	3	7	-2	-6	-31	26	14	11	34	13	8
O=C(CSc1nnc2c(n1)[nH]c1ccccc12)Nc1ccc(S(=O)(=O)Nc2ncccn2)cc1	2	16	3	1	2	-4	-1	1	6	1	1
COc1ccc(N=C2C(=O)Nc3c(C)cccc32)cc1	-31	-13	-26	-1	-11	-29	-13	5	3	5	10
Cc1cc2nnc(SCC(=O)N(C)C3CCS(=O)(=O)C3)n2c2ccccc12 (stereo not drawn)	2	-32	2	4	-17	0	-6	-7	8	-17	-4
CCOc1ccc(Cl)cc1CSc1n[nH]c(C)n1	-8	-15	-7	-1	-8	4	-21	-9	11	14	-1
CCCCn1nnnc1C(c1ccccc1)N1CCCN(Cc2ccc(F)cc2)CC1 (stereo not drawn)	x	12	x	x	x	8	-6	11	x	x	1
O=C(NCc1ccc(F)cc1)c1cccc2c1C(=O)c1ccc(N3CCC(Cc4ccccc4)CC3)cc1S2(=O)=O	1	-15	-6	-9	30	5	-1	-12	-10	-77	1
CN(C)C(=S)Oc1ccccc1C1SCCS1	-7	8	-8	8	9	7	-7	-38	14	-37	-8
CCOC(=O)c1cc(C)sc1/N=C/C1C(=O)CC(C)(C)CC1=O	7	9	-11	4	4	-7	-5	3	8	-1	9
O=C(CN1C2CCCC1CC(NC(=O)c1ccccc1)C2)Nc1nccs1 (stereo not drawn)	-6	1	-9	8	-57	-3	6	-3	7	-2	-2
CC1=C(C(=O)N(C(C)C)C(C)C)CC(CC(=O)NCCc2ccccn2)C(=O)N1Cc1ccc(C(C)(C)C)cc1 (stereo not drawn)	x	2	6	-7	-1	13	1	-2	-4	0	0
O=C(CSc1nnc(-c2ccncc2)n1-c1ccccc1)Nc1ccc(C(=O)O)cc1	-4	-3	-2	-1	-2	-20	-12	3	5	-4	-12
CCc1ccccc1NC(=O)CN(C)C(=O)CSc1nnc(Nc2cccc(C)c2C)s1	1	4	2	12	3	11	-2	8	15	-6	6
O=C(C1CC1)N1CCc2cc(S(=O)(=O)NCCC3=CCCCC3)ccc21	3	8	8	0	20	9	1	-8	-11	11	19
CCOc1ccccc1OC(C)C(=O)Nc1ccc(S(=O)(=O)N2CCCC2)cc1 (stereo not drawn)	-6	15	-11	3	-8	18	6	-1	5	8	2

2 consecutive entries from above:
SMILES	EBV LMP1 NFkB	NR2F2 inh	NCOA1 inh	KKLEB tox	Shn3 inh set2	TWEAK-Fn14 inh	C8 TRAIL sens	NR5A2 inv ag	NCOA3 inh	CF NFkB block	TROY signal inh
CCCCn1nnnc1C(c1ccccc1)N1CCCN(Cc2ccc(F)cc2)CC1 (stereo not drawn)	x	12	x	x	x	8	-6	11	x	x	1
O=C(NCc1ccc(F)cc1)c1cccc2c1C(=O)c1ccc(N3CCC(Cc4ccccc4)CC3)cc1S2(=O)=O	1	-15	-6	-9	30	5	-1	-12	-10	-77	1

(next part)
SMILES	EBV LMP1 NFkB	NR2F2 inh	NCOA1 inh	KKLEB tox	Shn3 inh set2	TWEAK-Fn14 inh	C8 TRAIL sens	NR5A2 inv ag	NCOA3 inh	CF NFkB block	TROY signal inh
CCNC(=S)NNC(=O)c1ccncc1	-1	-3	-3	-4	4	-20	1	11	13	7	16
COCCNc1cc(NCCOC)c([N+](=O)[O-])cc1[N+](=O)[O-]	-5	1	-5	-14	-32	-4	-8	15	2	4	-15
CCCCNC(=O)NNc1nc(Cl)cc(C)c1C#N	-1	6	-10	-3	18	-2	-4	-20	-4	6	10
Cc1cc(C)n2cc(CSc3nc4ccccc4[nH]3)nc2n1	4	-6	-10	14	-4	-23	-7	-29	-6	-39	-21
CCOC(=O)Cc1nnc(NC(=O)C23CC4CC(CC(C4)C2)C3)s1	3	-11	-14	1	14	4	1	-6	-3	9	-9
CSc1ccc(CCNS(=O)(=O)c2ccc3c(c2)C(C)(C)C(=O)N3C)cc1	0	-14	-18	1	-2	-12	15	6	-5	-10	-6
COC(=O)[C@@H](c1ccccc1)N(C)S(=O)(=O)c1cccc(S(=O)(=O)N(C)[C@@H](C(=O)OC)c2ccccc2)c1	16	8	2	-1	74	23	13	19	27	11	32
Cc1cccc(-n2c(O)c(C=Nc3cccc(O)c3)c3ccccc3c2=O)n1	-2	-9	-5	5	x	9	6	7	14	-43	13
CCOP(=O)(Nc1ccc2oc(=O)c3ccccc3c2c1)OCC	9	-22	10	0	-18	-3	3	2	1	-42	0
CC(NC(=O)CC1Nc2ccccc2NC1=O)c1ccccc1 (stereo not drawn)	1	-8	-1	0	12	-16	-7	2	1	3	-42
CCc1nnc(NC(=O)c2cccnc2)s1	-11	10	-18	-1	7	-15	-4	-22	-5	6	-11
CCSc1nnc2ccc(-c3ccco3)nn12	-5	6	0	-16	-17	-7	8	-12	16	17	-9
Cc1ccc(F)cc1N=Cc1c(O)c2ccccc2oc1=O	12	x	-2	-8	-18	19	-7	-6	-8	22	39
Cc1nc2ccc(C(=O)Nc3ccc4nc[nH]c4c3)cc2[nH]1	-15	3	15	-2	-6	-15	4	10	-23	4	7
Cc1ccc(NCC(=O)N/N=C/c2cc3ccccc3nc2Cl)cc1	-29	-23	-52	8	-10	-7	-2	-24	-38	-11	-9
O=C(O)C1CC=CCC1C(=O)NCc1ccc2c(c1)OCO2 (stereo not drawn)	4	12	-9	19	-12	15	6	19	1	-3	-7
COc1ccc(C(CC(=O)N2CCOCC2)C(C)C)cc1 (stereo not drawn)	-10	19	-1	-6	-4&1	80*	-4	11	-16	5	0
COc1ccc(CCNC(=O)COC(=O)c2ccc(OC)cc2OC)cc1	-7	-8	-6	19	-7	-9	-3	-19	-6	-46	-7
CCCCCC(=O)Nc1c(-c2cccs2)c(=O)c2ccccc2n1C	1	-1	10	8	3	-8	11	0	1	14	8
COc1ccc(CN2CCOCC2)cc1OC	2	8	-5	5	10	99*	1	-14	-15	-4	x
COc1ccc(C(=O)NC(Nc2ccccc2)C(Cl)(Cl)Cl)cc1 (stereo not drawn)	6	14	15	-2	37	23	11	9	7	-8	2
Cc1ccc2nc(N(CCCN(C)C)C(=O)c3cc4ccccc4oc3=O)sc2c1	9	2	0	-14	-5	10	5	7	-21	14	2
O=C(COc1ccccc1)N/N=C/c1ccc(O[C@@H]2O[C@H](CO)[C@@H](O)[C@H](O)[C@H]2O)cc1	0	-16	-15	-1	-19	-31	17	-15	15	7	-9
COc1cc(C2CC(=O)C3=C(C2)Nc2ncnn2C3c2cccs2)cc(OC)c1OC (stereo not drawn)	x	-11	0	-2	-7	9	-15	-7	-11	8	-5
Cc1c(/N=C/c2ccco2)n(Cc2ccccc2)c2ccccc12	-1	-3	-22	0	-6	13	-7	11	1	2	7
COC1(c2ccccc2)NC(=S)NN=C1c1ccccc1 (stereo not drawn)	-3	-7	3	2	-19	8	-12	-1	17	1	7
CCC(C(=O)Nc1ccsc1C(=O)OC)c1ccccc1 (stereo not drawn)	-1	14	9	3	0	-5	-4	1	9	-14	12
CCCCOc1ccc(C(=O)N2CCN(c3ccc(N4CCOCC4)nn3)CC2)cc1	-3	23	5	2	8	-6	-11	-11	-26	-12	-17
C[C@@H]1CN([C@@H](C)CO)C(=O)CCCn2nncc2CO[C@@H]1CN(C)S(=O)(=O)c1ccccc1	-4	8	0	14	-2	6	-23	-38	-13	-19	0
Cc1cc(C)c2c(N)c(C(=O)NN3CC(=O)N(c4ccccc4F)CC3=O)sc2n1	-2	4	2	5	-3	103*	-2	-10	10	-11	-4
Cc1ccsc1C(=O)Nc1ccccc1N1CCOCC1	5	-4	-4	0	10	1	10	-6	9	8	4
CCCCN(C(=O)c1cccc(S(=O)(=O)N(CC)c2ccccc2)c1)c1c(N)n(CC(C)C)c(=O)[nH]c1=O	-7	28	-12	-12	1	13	0	8	0	20	-8
CC(C)CNC(=O)COC(=O)c1cccc(S(=O)(=O)NCC(F)(F)F)c1	-2	0	-20	-2	-10	9	22	-9	3	-4	17
O=S(=O)(Nc1ccc(-c2ccc(N3CCOCC3)nn2)cc1)c1cc(Cl)ccc1Cl	-4	-17	0	8	-13	-14	2	-39	-1	2	-29
Cc1ccc(C23CCC(=O)N2C(C(=O)O)CS3)c(C)c1 (stereo not drawn)	0	-12	-30	-10	-2	1	-3	4	5	-1	-1
COC(=O)Cc1ccc(NC(=S)NCc2ccccc2OC)cc1	-2	5	-9	-2	-4	-2	-12	10	-28	-20	14
CCSC1=NC(=O)/C(=C2/C=Cc3ccccc3N2CC)S1	7	-9	-5	1	4	-10	9	-16	9	-3	-21
CCCn1c(SCC(=O)NC2CC2)nnc1-c1ccccn1	-7	1	0	2	9	9	-8	27	-2	19	-3
NCCCCCc1nnc(SCC(N)=O)o1	7	16	9	0	-3	32	-8	2	20	-22	-7
CC[C@@H](NC(=O)Cn1cc(C)c(=O)[nH]c1=O)c1ccccc1	3	-11	0	3	-6	-13	-1	9	-6	-32	0
C/C(=N\NC(=O)c1ccc(-c2ccccc2)cc1)c1cccc(N)c1	3	-29	-2	4	1	10	-1	16	5	-12	-11
CN(C)CCN(C)c1cc2c(c3c1ccn3C)C1CCC2O1 (stereo not drawn)	x	5	12	-12	-4	-26	-11	11	-7	-6	-10
CSCC[C@H](NC(=O)C1CCN(S(=O)(=O)c2ccc(C)cc2)CC1)C(=O)NCc1ccco1	11	-11	11	0	18	12	18	2	15	1	-11
COc1ccc2oc(C(=O)OCC(=O)N(C)c3c(N)n(Cc4ccccc4)c(=O)[nH]c3=O)c(C)c2c1	-6	-6	-35	0	1	-5	-5	2	-10	8	4
CCn1nnnc1NCc1ccc(OCc2c(F)cccc2Cl)c(OC)c1	-6	2	1	3	x	-6	-11	-15	14	-13	5
CC1(C)C(C=C(Cl)Cl)C1C(=O)NC(O)C(=O)c1ccccc1 (stereo not drawn)	-4	-13	-20	4	17	7	-34	3	4	-1	-11
O=C(COC(=O)c1cccc(S(=O)(=O)N2CCOCC2)c1)Nc1nc(-c2ccccc2Cl)cs1	-47	-35	-32	-11	-63	-28	-4	-29	-46	0	5
